HSF-1 act: increases HSF-1 driven luciferase reporter signal; NIH3T3-HGL HSF-1 luciferase reporter, MG132, 8 h; 100% = twice DMSO control signal; activation, % at 9 µM; hit rate 1.7% among 300,000;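 active = mean replicate activation of at least 50% with a set share of replicates each reaching 50%; inconclusive = only one of those two conditions met; inactive = mean below 50% and too few replicates reaching it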;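 note: 0% = median of the neutral control wells and 100% = twice that signal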
aSyn 5UTR inh: 5' untranslated region of α-synuclein, MLPCN primary screen; inhibition, % (tested at 7.5 µM); alpha-synuclein 5'UTR reporter, inhibitor activity; hit rate 0.82% among 300,000; AID 1813; in the data active = inhibition above about 60%; inconclusive = no clear call, values can overlap the other calls;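 note: H4 neuroglioblastoma cells stably carrying SNCA 5'UTR luciferase fusion; 0% = DMSO wells and 100% = positive control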
GSK3A inh: blocks human GSK-3 alpha kinase | AID 2650 | ADP-Glo luminescence, 60 min | P49840 | hit rate 0.1% among 320,000 | inhibition, % at 10 µM;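 in the data active = inhibition above about 50%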;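 note: GST-tagged GSK-3 alpha with peptide substrate and 25 µM ATP; 0% = DMSO neutral wells and 100% = GW8510 positive control wells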
Target sequence (P49840 whole entry, looked up): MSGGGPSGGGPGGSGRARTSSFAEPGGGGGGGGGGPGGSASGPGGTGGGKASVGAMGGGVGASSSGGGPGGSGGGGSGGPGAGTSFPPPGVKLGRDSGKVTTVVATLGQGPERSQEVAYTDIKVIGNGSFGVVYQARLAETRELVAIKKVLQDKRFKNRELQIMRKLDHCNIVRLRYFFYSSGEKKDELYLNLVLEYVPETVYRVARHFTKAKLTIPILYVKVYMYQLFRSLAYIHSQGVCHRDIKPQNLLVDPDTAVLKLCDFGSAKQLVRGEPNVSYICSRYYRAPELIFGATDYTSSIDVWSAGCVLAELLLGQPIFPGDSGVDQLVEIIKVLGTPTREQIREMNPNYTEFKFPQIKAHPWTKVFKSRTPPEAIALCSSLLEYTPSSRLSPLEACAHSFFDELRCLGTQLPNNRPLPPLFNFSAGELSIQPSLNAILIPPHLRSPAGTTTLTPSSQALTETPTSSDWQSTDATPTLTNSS
GSK3beta inhib: inhibitors of human GSK3beta kinase; hit rate 0.038% among 300,000; activity score (negative = inhibition), % at 10 µM; GST-GSK3beta kinase, ADP-Glo luminescence, 60 min; active compounds read low; P49841;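 active = more than half of replicate wells score below -50%, meaning over 50% inhibition versus plate controls; inconclusive = some replicates but at most half score below -50%; inactive = no replicate scores below -50%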;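 note: 0% = median DMSO wells and -100% = median GW8510 positive control wells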
Target sequence (P49841 whole entry, looked up): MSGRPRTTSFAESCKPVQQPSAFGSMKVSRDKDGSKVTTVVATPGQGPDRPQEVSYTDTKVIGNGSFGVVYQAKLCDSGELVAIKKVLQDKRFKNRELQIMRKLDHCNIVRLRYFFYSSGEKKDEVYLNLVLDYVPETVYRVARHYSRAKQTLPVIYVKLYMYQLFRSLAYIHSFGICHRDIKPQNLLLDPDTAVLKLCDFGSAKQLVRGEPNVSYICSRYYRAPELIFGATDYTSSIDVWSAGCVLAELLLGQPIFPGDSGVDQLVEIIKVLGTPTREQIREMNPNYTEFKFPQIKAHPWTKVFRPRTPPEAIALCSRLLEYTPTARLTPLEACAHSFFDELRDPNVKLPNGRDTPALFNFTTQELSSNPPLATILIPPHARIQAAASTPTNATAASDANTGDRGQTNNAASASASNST
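Test system – GST-tagged human GSK3beta kinase, cell-free · Incubation – 60 min enzyme reaction, room temperature · Signal – ADP-Glo luminescence · Also added – peptide substrate and ATP at 25 µM · Controls – DMSO neutral wells and GW8510 at 20 µM as positive · Buffer or medium – Tris/MgCl2 kinase buffer · Measure – Luminescence-derived activity versus plate DMSO and GW8510 wells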
IEC-6 cytotox: IEC-6 cytotoxicity, counter-screen for KLF5 inhibitors. inhibition, % at 5 µM. luminescence viability. AID 1825. hit rate 0.78% among 290,000; in the data active = inhibition above about 22%;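 note: 0% = plate median of test compound wells and 100% = cytotoxic reference compound wells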
HSP90 inh: inhibitors of HSP90 luciferase refolding in rabbit reticulocyte lysate | luciferase refolding luminescence, 3 h | inhibition, % at 5.6 µM | hit rate 0.91% among 290,000;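 active = inhibition above the screen-wide mean plus 3 SD, computed separately per campaign, cut at about 16% in these data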;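 note: 0% = DMSO wells and 100% = 60 µM geldanamycin wells; inhibitors lower the luminescence because luciferase stays unfolded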
PolyA inhibitor: inhibitors of polyadenylation in S. cerevisiae. S. cerevisiae SKY197-pL101 polyadenylation reporter, beta-gal luminescence; efflux-impaired pdr1/pdr3 knockout yeast; score 100 = 6 SD above DMSO. calls only at 12 µM. hit rate 0.02% among 300,000. AID 1875;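 active = lowest replicate activity score at least 50, where 100 means six control SD above control mean; inconclusive = lowest score under 50 but half or more replicates reach 50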;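 note: yeast exposed to compound for 9 h at 30 °C; higher score means more reporter readthrough which indicates perturbed polyadenylation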
AI-2 QS mod: modulates the Vibrio harveyi AI-2 quorum sensing system. Vibrio harveyi JMH597 AI-2 luminescence/OD600 ratio, 9 h; active compounds read low; strain lacks LuxN and CqsS sensors; 0 = neutral-control median. activity change, % at 7.5 µM. hit rate 0.4% among 300,000. AID 2094; in the data active = activity change below about -75%, passing the limit was not always enough; inconclusive = no clear call, values can overlap the other calls;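 note: luminescence divided by OD600 gain over 9 h not by final OD600 alone; inactives centre near 13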
HSF1 inh: HSF1 inhibition | NIH3T3-HGL HSE-luciferase, MG132-induced, luminescence 8 h; active compounds read low | activity change, negative = inhibition, % at 7.5 µM (by protocol) | hit rate 0.77% among 300,000;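 active = more than half of replicate wells show activity change below -50%, luminescence cut by over half; inconclusive = some wells, but at most half, below -50%; inactive = no replicate well below -50%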;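 note: luciferase reports HSF-1 transcriptional activity via heat shock element; 0% = median of DMSO wells and -100% = zero luminescence signal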
KLF5 inhibitor: inhibitors of KLF5 expression. AID 1700. hit rate 0.23% among 290,000. DLD-1 KLF5 promoter-luciferase reporter, luminescence. inhibition, % at 5 µM;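 active = inhibition above a per-plate limit of that plate's mean compound inhibition plus 3 SD, cut at about 60% in these data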;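 note: 0% = DMSO wells and 100% = LY294002 at 200 µM; higher means less KLF5 promoter-driven luciferase light; inactives centre near -14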
The depositor's hits bear a star; i = inactive; ? = inconclusive; . = no result given. This is a subset; rates above refer to the full screens.

SMILES	HSF-1 act	aSyn 5UTR inh	GSK3A inh	GSK3beta inhib	IEC-6 cytotox	HSP90 inh	PolyA inhibitor	AI-2 QS mod	HSF1 inh	KLF5 inhibitor
Cc1ccc(Cl)cc1N1CCN(C(=O)c2cc3c(=O)n(C)c4ccccc4c3n2C)CC1	-8	33	.	0	-2	0	i	22	-6	-43
CCOC(=O)C1CCN(c2ccccc2CN2CCN(c3ccccc3OCC)CC2)CC1	-29	2	-3	3	-1	-5	i	13	-21	-32
CCN1CCN(c2ccc(S(=O)(=O)N3CCCCC3)cc2NC(=O)Cc2ccccc2F)CC1	33	14	3	-2	.	.	i	31	3	.
COC(=O)c1sccc1NC(=O)/C=C/c1ccc(Cl)cc1	76*	-197	0	2	2	3	i	2	29	-11
COc1ccc(C(=O)NCc2cn3cccc(C)c3n2)cc1OC	2	12	-2	-5	4	0	i	13	5	-12
CCOC(=O)c1c[nH]c2c(C)ccc(Cl)c2c1=O	-12	0	4	-3	8	1	i	44	0	-21
CCC(C)(C)NC(=O)C(c1ccccn1)N(C(=O)c1csnn1)c1ccc(C)c(C)c1 (stereo unspecified)	38	-51	-1	3	2	-2	i	26	20	-13
O=C(Nc1ccc2c(c1)OCCO2)C1CCCN(S(=O)(=O)Cc2ccccc2)C1 (stereo unspecified)	-33	-40	-4	1	1	2	.	28	-18	-14
COc1cc2c(cc1OC)C(c1ccccc1)N(S(C)(=O)=O)CC2 (stereo unspecified)	11	5	-3	2	1	4	i	23	0	-25
COc1ccc(-n2c(=O)/c(=C\c3cccs3)s/c2=C(/C#N)C(=O)NCCN2CCOCC2)cc1	-23	-5	-3	-6	-1	5	i	-9	-6	-6
CCOC(=O)N1CCN(CC(=O)c2ccc(O)c(C)c2O)CC1	9	-44	3	-1	5	-1	i	6	7	-39
CCn1c(SCC(=O)N(C)C2CCS(=O)(=O)C2)nnc1-c1cccs1 (stereo unspecified)	-59	-16	1	-2	-3	-1	i	13	?	-8
O=S(=O)(Nc1cccc(S(=O)(=O)N2CCOCC2)c1)c1ccc(Cl)s1	-1	-6	-1	4	5	3	i	20	-3	-7
O=C(NCCOc1ccccc1F)C1CCC(=O)N(CCc2cccc(F)c2)C1 (stereo unspecified)	-2	-18	3	9	2	1	i	-5	0	-9
CC1CCCCN1C(=O)COc1ccc(F)cc1 (stereo unspecified)	9	-8	-2	-2	0	-3	i	11	10	-35
CCSc1nc2ccccc2n1C(=O)c1ccc(S(=O)(=O)N2CCCCC2)cc1	-5	0	0	-2	10	3	i	21	-4	-7
O=P(C(=NCCO)NO)(N1CCOCC1)N1CCOCC1	6	26	-2	0	-5	-2	i	17	-6	-45
COc1ccccc1N(CC(=O)NCCSCc1ccc(Cl)cc1)S(C)(=O)=O	17	-2	-1	1	-4	-4	i	-3	9	-14
COc1ccccc1CN1CC(C(=O)NCc2cccc(C)n2)CCC1=O (stereo unspecified)	-5	-21	-4	.	9	0	i	13	1	-27
O=C(CCCSc1nc2ccccc2s1)Nc1nccs1	11	-33	-5	-10	10	7	i	7	10	-5
CCN1CCN(C(=O)Cn2c(=O)sc3ccccc32)CC1	2	11	-4	-4	.	.	i	4	-1	.
O=C(COc1ccc(C(=S)N2CCOCC2)cc1)Nc1ccccc1C(F)(F)F	-2	19	-1	3	4	1	i	28	-4	-11
Cc1ccccc1Oc1nc2ccccn2c(=O)c1/C=C(\C#N)C(=O)Nc1c(C)n(C)n(-c2ccccc2)c1=O	5	10	-1	1	-4	-1	i	10	6	-10
C=C(C)CNC(=S)N/N=C/C1=CCC2CC1C2(C)C (stereo unspecified)	21	16	-1	-4	0	0	i	23	-5	-28
Cc1ccccc1-c1noc(CCC(=O)NCCc2ccccc2)n1	-1	19	-5	2	-1	-1	i	13	-1	-11

Profiles, quoted from the list:
Results for `O=C(Nc1ccc2c(c1)OCCO2)C1CCCN(S(=O)(=O)Cc2ccccc2)C1` (stereo unspecified) : HSF-1 act: -33; aSyn 5UTR inh: -40; GSK3A inh: -4; GSK3beta inhib: 1; IEC-6 cytotox: 1; HSP90 inh: 2; PolyA inhibitor: .; AI-2 QS mod: 28; HSF1 inh: -18; KLF5 inhibitor: -14
Results for `O=C(CCCSc1nc2ccccc2s1)Nc1nccs1` : HSF-1 act: 11; aSyn 5UTR inh: -33; GSK3A inh: -5; GSK3beta inhib: -10; IEC-6 cytotox: 10; HSP90 inh: 7; PolyA inhibitor: i; AI-2 QS mod: 7; HSF1 inh: 10; KLF5 inhibitor: -5

(cont.)
SMILES	HSF-1 act	aSyn 5UTR inh	GSK3A inh	GSK3beta inhib	IEC-6 cytotox	HSP90 inh	PolyA inhibitor	AI-2 QS mod	HSF1 inh	KLF5 inhibitor
COc1cc(OC)c(C(=O)Oc2ccc3c(c2)OCO3)cc1OC	-7	20	-3	3	-5	-3	i	18	-5	6
O=C(O)CSc1nnc(Nc2ccccc2)n1-c1ccccc1	-10	-4	0	4	-2	-4	i	25	0	-39
COc1cccc(NC(=S)N2CCN(C/C=C/c3ccccc3)CC2)c1	8	13	-1	0	6	4	i	-4	4	-34
Cc1ccc(CNC(=O)CO/N=C/c2ccc3c(c2)OCO3)cc1	4	11	6	1	-1	-6	i	19	-7	-26
COc1cc(NC(=O)c2ccc(Cl)cc2Cl)ccc1NC(=O)c1cccs1	3	-52	-1	-3	-3	3	i	11	2	-18
CC12CCC(=O)N1C(C(=O)OCC(=O)Nc1cccc(S(=O)(=O)N3CCCCCC3)c1)CS2 (stereo unspecified)	7	14	.	-4	0	-1	i	17	-7	-8
COC(=O)c1[nH]c2ccccc2c1NC(=O)CN1CC(C)OC(C)C1 (stereo unspecified)	1	3	-1	-1	-10	0	i	16	-9	-36
Cc1ccccc1NC(=O)CCCSc1nc2ccccc2s1	-13	-18	-1	-2	11	6	i	-8	-11	-37
O=S(Cc1ccc(Cl)cc1)c1ncc(CO)n1Cc1ccccc1 (stereo unspecified)	2	1	-2	-1	-5	-8	i	-6	7	0
COc1ccc(NC(=O)Cc2ccc(C)c(C)c2)cc1Cl	18	-23	-2	-3	-2	2	i	7	-8	0
CC(C)CCNC(=O)C1(O)c2ccccc2NC(=O)N1c1ccc(Cl)cc1 (stereo unspecified)	27	-49	2	2	-5	1	i	30	6	-20
O=C(CSc1nncc2ccccc12)N1CCCCC1	7	-31	5	3	-5	-4	i	25	2	-23
COc1ccc(C(=O)O/N=C(/C)c2cccs2)cc1	6	3	32	-37	-5	-4	i	30	-3	-43
O=C(C1CCC(=O)N1C1CCCCC1)N1CCN(c2ccc(F)cc2)CC1 (stereo unspecified)	7	-22	-1	5	-3	0	i	19	1	-9
CCCCCOC(=O)CSc1n[nH]c(=O)[nH]c1=O	6	-3	-3	-2	-3	1	i	24	-8	-2
O=C(Nc1ccc(C(=O)Oc2ccccc2)c(O)c1)c1ccccc1	42	-66	5	1	2	-2	i	11	36	-11
Nc1c(-c2ccccc2)c(CN2CCOCC2)nn1-c1ccc(C(=O)O)cc1	-4	-12	-2	1	6	-1	i	31	-2	1
NCC(=O)Nc1ccc(Cl)cc1C(=O)c1ccc[nH]1	9	-23	.	1	31*	0	i	27	11	-27
CCOc1ccc(S(=O)(=O)N(CC(=O)O)c2ccccc2)cc1	-8	-5	-1	2	1	2	i	8	-3	-24
CCCCCC1CC(CC(=O)Nc2ccc([N+](=O)[O-])cc2)C(=O)O1 (stereo unspecified)	28	8	.	-4	-1	-2	i	-15	7	-7
NC(=O)c1cc(C(=O)c2ccccc2Cl)c[nH]1	6	-1	1	0	-4	-6	i	29	0	-4
c1ccc2c(OCCCCN3CCCC3)cccc2c1	-17	8	3	-2	1	10	i	2	0	10
Cc1ccc(/C=C/S(=O)(=O)NCC(=O)OCC(=O)NCc2ccccc2)cc1	4	5	-1	1	-2	3	i	15	-1	-28
COc1ccccc1C(=O)NC(=O)COC(=O)c1nc2nc(C)cc(C)n2n1	-11	9	0	2	.	.	i	-1	6	.
COc1ccc(C2CC(=O)c3cnc(NC(=O)c4ccccc4OC)nc3C2)c(OC)c1 (stereo unspecified)	31	29	0	-6	-1	0	i	11	3	-3

Look-ups from the entries so far.
COc1ccc(-n2c(=O)/c(=C\c3cccs3)s/c2=C(/C#N)C(=O)NCCN2CCOCC2)cc1 @ HSF-1 act: -23
COc1ccc(NC(=O)Cc2ccc(C)c(C)c2)cc1Cl @ IEC-6 cytotox: -2

Later entries:
SMILES	HSF-1 act	aSyn 5UTR inh	GSK3A inh	GSK3beta inhib	IEC-6 cytotox	HSP90 inh	PolyA inhibitor	AI-2 QS mod	HSF1 inh	KLF5 inhibitor
O=C(CCSc1ccccc1)NCCN1CCOCC1	-14	-34	-3	-2	2	-3	i	27	3	-17
CCC1CCCCN1C(=O)CN1C(=O)CSC1=O (stereo unspecified)	0	-2	-2	1	-5	-5	i	31	-4	-19
COc1ccccc1N1CCN(S(=O)(=O)CCNC(=O)C2CC2)CC1	-13	-1	2	-13	.	.	i	0	-11	.
Cc1ccc(Cl)c(OCC(=O)Nc2sc(C)c(C)c2C#N)c1	-8	-68	-1	3	-8	1	i	15	-3	-7
O=C(/C=C/c1ccncc1)c1cc(Cl)ccc1O	59*	9	0	1	3	2	i	4	24	-12
COc1ccc(OC)c(-c2cc(C(=O)N3CCN(c4ncccn4)CC3)c3ccccc3n2)c1	8	-25	-5	4	2	2	i	26	-9	0
Cc1sc2nc(C)n(/N=C/c3ccc(O)cc3O)c(=O)c2c1C	63*	0	-2	1	6	3	i	22	23	-26
CC(C)c1ccc(N=C(N)N=C(N)N)cc1	-11	-2	-1	0	1	-1	i	21	-10	-15

Three entries from above, sorted by count of non-hydrogen atoms, rising.
SMILES	HSF-1 act	aSyn 5UTR inh	GSK3A inh	GSK3beta inhib	IEC-6 cytotox	HSP90 inh	PolyA inhibitor	AI-2 QS mod	HSF1 inh	KLF5 inhibitor
Cc1ccccc1NC(=O)CCCSc1nc2ccccc2s1	-13	-18	-1	-2	11	6	i	-8	-11	-37
CCCCCC1CC(CC(=O)Nc2ccc([N+](=O)[O-])cc2)C(=O)O1 (stereo unspecified)	28	8	.	-4	-1	-2	i	-15	7	-7
O=C(Nc1ccc(C(=O)Oc2ccccc2)c(O)c1)c1ccccc1	42	-66	5	1	2	-2	i	11	36	-11

Screening results (PubChem)
